# ST2 IL33 inh = inhibitors of human ST2 (IL1RL1) binding to IL-33; Q01638; 78,000 compounds, 2.3% hits; AlphaLISA ST2-Fc/biotin-IL-33 interaction, 1 h; inhibition, % for hits at 17 µM; in the data active = inhibition above about 30%; inconclusive = mostly about 10% to 28%
# Target sequence (Q01638 whole entry, looked up): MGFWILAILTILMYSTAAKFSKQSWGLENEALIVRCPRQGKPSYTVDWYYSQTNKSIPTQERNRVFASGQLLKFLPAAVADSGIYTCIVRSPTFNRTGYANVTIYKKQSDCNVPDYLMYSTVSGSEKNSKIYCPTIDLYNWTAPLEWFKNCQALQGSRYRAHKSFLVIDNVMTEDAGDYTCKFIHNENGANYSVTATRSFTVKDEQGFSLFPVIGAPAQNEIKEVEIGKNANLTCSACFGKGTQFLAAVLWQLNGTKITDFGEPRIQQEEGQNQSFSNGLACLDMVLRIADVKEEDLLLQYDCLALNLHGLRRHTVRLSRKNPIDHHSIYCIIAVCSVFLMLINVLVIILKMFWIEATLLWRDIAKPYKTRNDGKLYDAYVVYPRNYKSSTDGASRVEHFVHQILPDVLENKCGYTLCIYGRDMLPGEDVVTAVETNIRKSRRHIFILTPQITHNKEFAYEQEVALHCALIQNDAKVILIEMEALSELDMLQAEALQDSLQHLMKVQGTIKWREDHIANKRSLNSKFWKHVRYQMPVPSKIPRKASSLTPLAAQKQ
# Active calls of the source: *; i = inactive; ? = inconclusive.
SMILES,ST2 IL33 inh
COc1cc2c(cc1OC)C(C(=O)N1CCOCC1)C(c1cccs1)N(C)C2=O (centres undefined),i
Cc1cccc(NC(=O)c2cc3cc(Cl)cc(Cl)c3oc2=O)c1,i
CCOc1ccccc1NC(NC(=O)c1ccco1)C(=O)c1ccc(Cl)cc1 (centres undefined),i
CC1(C)CC(=O)C2=C(C1)OC(N)=C(C#N)C2c1ccccc1F (centres undefined),i
COc1cc(NS(=O)(=O)c2ccc(NC(=O)c3cccc([N+](=O)[O-])c3)cc2)nc(OC)n1,i
COc1ccc(OC)c(CC(=O)N2CCC(c3ccccc3C(=O)O)C2)c1 (centres undefined),i
CC1CCCN(c2nc(Nc3ccccc3F)nc(Oc3ccc(F)cc3)n2)C1 (centres undefined),i
COc1cc(OC)c(C2Oc3ccccc3C3CC(c4cccs4)=NN32)cc1OC (centres undefined),i
COc1cccc(NC(=O)c2cc(OC)c(OC)c(OC)c2Br)c1,i
CN1CCC=C(CNC(=O)CSc2ccccc2)C1,?
O=S(=O)(NCc1ccccn1)c1cc(Cl)c(Cl)cc1Cl,i
Cc1cccc(-n2c(-c3ccc(F)cc3)cn3c4c(=O)n(C)c(=O)n(C)c4nc23)c1,i
N#Cc1nc(COc2ccc(Br)cc2)oc1NCCN1CCOCC1,i
Cc1ccc(S(=O)(=O)n2c([N+](=O)[O-])cnc2C)c(C)c1,i
Cn1nc(C2CCN(Cc3cnc(N)nc3)CC2)n(-c2ccccc2)c1=O,i
COc1ccc(C(=O)N2CCN=C2SC)c(OC)c1,i
O=[N+]([O-])c1ccc(N2CCN(Cc3ccc(Br)s3)CC2)cc1,36.0%*
Cn1c(C(=O)N2CCc3ccccc3C2)cc2c(=O)n3ccccc3nc21,i
CCN(CC)C(=O)CC[C@H]1CNC(=O)[C@@H]2[C@@H](CCN2Cc2ccccc2)N1C,i
CCCc1nc(N[C@H]2CCCCNC2=O)c2cnn(C)c2n1,i
NC(=O)CSc1nc2c(c(=O)n1-c1ccccc1)SCC2,?
NC(=O)c1cn(CC(=O)N2CCOC(C(F)(F)F)C2)c2ccccc12 (centres undefined),i
Cc1ccn2c(Nc3ccccc3)c(-c3ccc(C)o3)nc2c1,i
O=C1CCCC2=C1C(c1ccc(Br)cc1)C1=C(N2)c2ccccc2C1=O (centres undefined),?
O=[N+]([O-])c1ccccc1S(=O)(=O)N1CCN(Cc2ccccc2Cl)CC1,i
SMILES,ST2 IL33 inh
COc1ccccc1OCC(O)CN1CCN(CC(=O)Nc2c(C)cccc2C)CC1 (centres undefined),?
COc1ccc2cc(C3CN(C(=O)c4cc(N)n[nH]4)CCO3)ccc2c1 (centres undefined),i
Clc1ccc2nc(CSc3nncn3-c3ccccc3)c(Br)n2c1,i
CC(=O)c1cccc(NC(=O)c2ccc(C)cc2Cl)c1,i
CCOC(=O)c1c(-c2ccccc2)csc1NC(=O)c1noc2c1CCCCC2,i
CCOc1ccc(CN2CCN(C/C=C/c3ccccc3OC)CC2CCO)cc1 (centres undefined),i
CSc1nccc(-c2cc(Cl)c3c(c2)CC(CNC(=O)C(c2cccnc2)N2CCCC2)O3)n1 (centres undefined),i
Cc1ccc(CN2CC[C@H](c3nc4cc(C)ccc4o3)C2)cc1,i
Cc1onc(-c2ccccc2)c1C(=O)N1CC(=O)N(CC(C)C)CC(OCc2ccccn2)C1 (centres undefined),i
Cc1ncoc1C(=O)N(CCN1CCCCC1)CC1CCCN(C2CCCC2)C1 (centres undefined),i
CCc1cccc(NC(=O)CCC(=O)N2CCN(c3cccc(C)n3)CC2)c1,i
C=CCN1C(=O)C(O)(CC(=O)c2ccc(OC)c([N+](=O)[O-])c2)c2ccccc21 (centres undefined),i
O=C(O)C1NC(c2cc(Cl)ccc2O)C2C(=O)N(c3ccccc3)C(=O)C12 (centres undefined),?
CC(C)c1cc(C(=O)NC(C)c2ccccc2-n2cccn2)n(C)n1 (centres undefined),i
C[C@@H]1O[C@@H](O[C@@H]2[C@@H](O)[C@H](OCCc3ccc(O)c(O)c3)O[C@H](CO[C@@H]3OC[C@](O)(CO)[C@H]3O)[C@H]2OC(=O)/C=C/c2ccc(O)c(O)c2)[C@H](O)[C@H](O)[C@H]1O,i
Cc1cccn2c(=O)c3cc(C(=O)N4CCN(Cc5ccccc5)CC4)n(C)c3nc12,i
CC(C)(NC(=O)c1cccs1)C(=O)NC1(c2ccccc2Cl)CC1,i
CN1CCN(c2nc3c(c(=O)[nH]c(=O)n3C)n2CC(=O)c2ccc(Br)cc2)CC1,i
O=C(Nc1ccccc1[N+](=O)[O-])C1=C(O)CCn2c1nc1ccccc12,34.0%*
Cc1nc2cc(-c3ccccc3)nn2c(C)c1CCC(=O)NCc1cccnc1,i
CC1=C(C(=O)Nc2ccccn2)C(c2cccnc2)C2=C(CCCC2=O)N1 (centres undefined),i
Cn1cnnc1SCC(=O)N1c2ccccc2Sc2ccc(C(F)(F)F)cc21,i
CNCC(O)CNC(C)(C)C (centres undefined),i
Cc1cccc(C)c1NC(=O)N1CCN(CCn2c(C)nc3cccnc32)CC1,i
CCOC(=O)c1c(NC(=O)C(C)Sc2c[nH]c3ccccc23)sc2c1CCC2 (centres undefined),i
SMILES,ST2 IL33 inh
COc1ccc(C(=O)N[C@H]2C[C@@H](c3nc(-c4ccncc4)no3)N(C)C2)cc1,i
CCOC(=O)c1cc(-c2cccs2)nc2ccccc12,?
O=[N+]([O-])c1cccc(NCc2ccccc2)c1,?
Cc1cc(C)cc(NC(=O)CSC2=NN3CCCC(=O)N=C3S2)c1,i
CC(C)c1cc(C2CCN(Cc3cc4ccccc4o3)CC2)[nH]n1,?
Oc1cccc(-c2cn(CC3(c4cccc(F)c4)CCOCC3)nn2)c1,?
Cc1nccnc1N1CCC(n2cc(C(=O)NCC(C)C)nn2)CC1,i
O=c1[nH]c2ccccc2c(-c2ccccc2)c1Sc1ncn[nH]1,i
CN(CCO)c1nc2c(c(=O)n(Cc3ccc(Cl)cc3)c(=O)n2C)n1C,i
COc1ccc(C(CC(=O)N(C)Cc2cnccn2)c2ccccc2)cc1 (centres undefined),?
O=C(NC1CC(=O)N(C2Cc3ccccc3C2)C1)c1cn2ccsc2n1 (centres undefined),i
O=C(Nc1nc2c(s1)CCc1ccccc1-2)c1cc(Cl)ccc1[N+](=O)[O-],?
COc1ccc(NC(=O)CCCn2nc([N+](=O)[O-])cc2C)cc1OC,i
COc1cc2c(cc1OC)[C@H]1CN3CCc4cc(OC)c(OC)cc4[C@@H]3CN1CC2,i
CCSc1nc2c(c(=O)[nH]1)C(c1ccc(C)cc1)C1=C(CC(C)(C)CC1=O)N2 (centres undefined),i
COc1cccc([C@@H]2CCN(Cc3cccn3-c3nccs3)C[C@H]2O)c1,i
O=C(NCCCc1ccco1)C1CCCN1c1nnc(N2CCCC2=O)s1 (centres undefined),i
O=C1c2ccccc2C(O)(Cc2ccccc2)N1Cc1cccnc1 (centres undefined),i
Fc1ccc(C2=CSC3=NCCN23)cc1,i
O=[N+]([O-])c1cccc(C2SCCN2S(=O)(=O)c2ccc(F)cc2)c1 (centres undefined),i
CC1=CC(C)(C)N(C(=O)CN2C(=O)c3ccccc3C2=O)c2ccccc21,i
Cc1nnc(CNC(=O)C2CCC(=O)N(CCc3ccc(Cl)cc3)C2)o1 (centres undefined),i
O=C(Nc1cnc2ccccn2c1=O)c1cccs1,i
C=CCN(Cc1ccc(C(F)(F)F)nc1)Cc1ccccc1OC,i
O=C(NCCN1CCCC1)c1cc(-c2cccnc2)nc2ccccc12,i
SMILES,ST2 IL33 inh
CN1CCN(C(=O)c2ccc3c(=O)n(CCc4ccccc4)c(=O)[nH]c3c2)CC1,i
COc1ccc(C(=O)Nc2cc(N3CCCS3(=O)=O)ccc2C)cc1OC,i
Cc1cc(N2CCN(Cc3ccccc3)CC2)nc(-c2cccnc2)n1,i
Cc1cc(C)cc(NS(=O)(=O)c2ccc(F)cc2)c1,i
Cc1nc2ccc(S(=O)(=O)NCc3ccc(C(C)(C)C)cc3)cc2s1,i
CC(C)Nc1ccnc(-c2ccc(S(C)(=O)=O)cc2)n1,?
CC(C)NC(=O)CCCN1C(=O)c2ccccc2C1=O,i
CC(C)c1cc(C(=O)Nc2cccnc2)no1,i
Cc1[nH]n(-c2ccccc2)c(=O)c1C(c1ccco1)c1c(C)[nH]n(-c2ccccc2)c1=O,51.0%*
Cc1c(NC(=O)CCCCCN2C(=O)c3ccccc3C2=O)c(=O)n(-c2ccccc2)n1C,?
CC(C)N1CCc2c(sc(N)c2C#N)C1,?
Fc1ccc(-c2[nH]ncc2CNCCCc2nc3ccccc3[nH]2)cc1,?
O=C(CN1C(=O)CC(c2ccccc2)Sc2ccccc21)NCc1ccccc1 (centres undefined),i
CCOc1ccc2c(c1)CN(c1ccc(Cl)cc1)CO2,i
Cc1nn(CC(=O)N2CCCC3(CNC(=O)O3)C2)c(=O)c2ccccc12 (centres undefined),?
Cc1nnc(Sc2cc(C(=O)NCCCN3CC(C)CC(C)C3)c3ccccc3n2)s1 (centres undefined),?
CCN(CCn1cccn1)c1nc2nonc2nc1N1CCCC1,i
COc1ccc(Nc2c(-c3ccc(C)cc3)nc3cnccn23)cc1,?
CCSc1nnc(NC(=O)c2ccc(C)o2)s1,i
COc1ccc([N+](=O)[O-])cc1NC(=O)COc1cc(C)cc(C)c1,?
COC(=O)c1cc(O)c(OCc2ccccc2)c(O)c1,i
COc1cccc(NC2=C(N3CCOCC3)C(=O)c3ccccc3C2=O)c1,71.0%*
O=C1c2ccccc2C(=O)N1CC(=O)n1nnc2ccccc21,i
CC1CCN(c2nc(-c3ccccc3)c(C#N)c(=O)[nH]2)CC1,i
COC(=O)c1c(NC(=O)COc2ccccc2Cl)sc2c1CCC2,i
SMILES,ST2 IL33 inh
O=C(Cn1cnc2c(cnn2-c2ccccc2)c1=O)N1CCOCC1,?
Cc1cc(Nc2ccccc2)nc(Nc2ccc(NC(=O)C(C)C)cc2)n1,i
CC(=O)c1cccc(N2CN=c3s/c(=C\c4ccco4)c(=O)n3C2)c1,?
COCC(=O)N1CCN(S(=O)(=O)c2ccccc2)C[C@@H]1C(=O)N[C@@H](Cc1ccc(OC)cc1)C(=O)OC,?
O=C(NCc1ccccn1)C1CCN(S(=O)(=O)N2CCCCC2)CC1,i
COCCN(Cc1cnn(C)c1)C(=O)c1cccc(Cl)c1Cl,i
CCC(CC)N(CCc1ccccc1)C(=O)c1cccc(=O)[nH]1,i
Cc1cc(C)cc(NC(=O)C(=O)NCCC2=CCCCC2)c1,i
Nc1c(C(=O)Nc2ccc(F)c(Cl)c2)nnn1Cc1ccc(F)cc1,i
CCOC(=O)c1ccc(NC(=O)CSc2ncnc3sc4c(c23)CCC4)cc1,?
Cc1ccc(Nc2cc(C)nc(-c3ccccc3O)n2)cc1,i
CCN1C(=O)CC(N2CCC(C(N)=O)(N3CCCCC3)CC2)C1=O (centres undefined),?
Cc1nn(C)c(C)c1CCC(=O)N1CC(c2ccccn2)C1,i
Cc1c(C(=O)Nc2ccc3c(c2)OCO3)sc2ncnc(N3CCOCC3)c12,i
COc1ccc(C2=NN(S(=O)(=O)c3ccccc3)C(c3ccccc3OC)C2)cc1OC (centres undefined),i
c1ccc2sc([C@H]3CCN(C4CCOCC4)C3)nc2c1,i
O=C(O)C1CCC(c2ccccc2)CC1 (centres undefined),i
CC(C)(C)c1nnc([C@H]2CCN(Cc3ccc(C#N)cc3)C2)o1,i
O=C(O)c1ccc(N=Cc2cc(Br)ccc2O)cc1,i
O=C(CCS(=O)(=O)c1cccc2nsnc12)N1CCN(c2ccccn2)CC1,i
O=C(Nc1ccc2nc(-c3ccco3)c(-c3ccco3)nc2c1)N1CCN(c2ccccn2)CC1,?
O=C(c1ccccc1)c1ccsc1,i
CCOc1ccc(CCNC(=O)CN2C(=O)c3ccccc3C2=O)cc1OCC,i
Cc1sc(NC(=O)c2ccc(Cl)cc2)c(C(=O)NN)c1C,?
C=CCSc1nnc2c(n1)OC(c1ccncc1)N(C(C)=O)c1ccccc1-2 (centres undefined),i

# 7 compounds picked at random from the list so far:
SMILES,ST2 IL33 inh
Cc1nc2ccc(S(=O)(=O)NCc3ccc(C(C)(C)C)cc3)cc2s1,i
COc1cccc([C@@H]2CCN(Cc3cccn3-c3nccs3)C[C@H]2O)c1,i
Cc1nccnc1N1CCC(n2cc(C(=O)NCC(C)C)nn2)CC1,i
O=C1c2ccccc2C(=O)N1CC(=O)n1nnc2ccccc21,i
O=c1[nH]c2ccccc2c(-c2ccccc2)c1Sc1ncn[nH]1,i
Fc1ccc(C2=CSC3=NCCN23)cc1,i
CC1CCN(c2nc(-c3ccccc3)c(C#N)c(=O)[nH]2)CC1,i

# Remaining list, next part.
SMILES,ST2 IL33 inh
Cc1cc2nc(CNC(=O)c3cc(CN4CCOCC4)on3)[nH]c2cc1C,i
c1ccc(-c2ccccc2-n2cnnc2)cc1,i
CCc1ccc(-n2c(C)nc3c(cnn3-c3ccc(F)cc3)c2=O)cc1,i
CCCCNC(=O)c1cc2cc3cc(OC)ccc3nc2s1,i
O=C1CSc2ccc(C(=O)N3CCC(Cc4ccccc4)CC3)cc2N1,i
C=CCc1ccc(OCC(O)CN2CCN(c3ccccc3)CC2)c(OC)c1 (centres undefined),i
Cc1nn(C)cc1C(C)n1ccnc1-c1ccccc1Cn1cccn1 (centres undefined),?

# A different layout for some results above:
mol	ST2 IL33 inh
Cc1cc2nc(CNC(=O)c3cc(CN4CCOCC4)on3)[nH]c2cc1C	i
c1ccc(-c2ccccc2-n2cnnc2)cc1	i
CCc1ccc(-n2c(C)nc3c(cnn3-c3ccc(F)cc3)c2=O)cc1	i
CCCCNC(=O)c1cc2cc3cc(OC)ccc3nc2s1	i
O=C1CSc2ccc(C(=O)N3CCC(Cc4ccccc4)CC3)cc2N1	i

# Bioassay records: PubChem, IUPUI and University of Michigan

# Some of the compounds tested; rates above refer to the full screens.
